High-throughput results deposited in PubChem BioAssay by several laboratories.
KOR beta-arrestin-1: kappa opioid receptor activators – cell-based, luminescence, uHTS, primary screen (AID 1777); KOR beta-arrestin recruitment, luminescence; higher % means a stronger effect; one-dose activation, % at 10 µM; EC50 in µM for titrated hits; 0.02% of 280,000 active; in the data active means activation above about 50%, passing the limit was not always enough; further: a part of the inactive calls stands beside numbers as strong as those of hits
SV40 large T antigen: TAg ATPase/helicase activity blockers – biochemical (AID 1903) | 0.39% of 310,000 active | SV40 large T antigen ATPase/helicase inhibition assay; higher % means a stronger effect | inhibition, % at 20 µM; hits with a dose series show IC50 in µM; in the data active means a potency from the dose series; inconclusive means inhibition mostly from about 32% at the one dose, without a potency; inactive means the rest, 99 in 100 with inhibition below about 32%; further: strong numbers were not always called active
NOD1 NF-kB reporter: inhibition of NOD1-driven NF-kB reporter – cell-based, luminescence, uHTS, primary screen (AID 1578); 1% of 290,000 active; NOD1-driven NF-kB luciferase reporter cells, luminescence; higher % means a stronger effect; one-dose inhibition, % at 4 µM; EC50 in µM for titrated hits; in the data active means inhibition mostly above about 36%, no sharp cut-off; inactive means mostly below about 34%;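 further: HEK-293T reporter cells stimulated with the NOD1 agonist gamma-tri-DAP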
Rac1 GTP hydrolysis: MgcRacGAP GTPase-activating activity inhibitors, confirmation, biochemical, ADP Hunter fluorescence. MgcRacGAP-stimulated Rac1 GTP hydrolysis, ADP Hunter fluorescence; higher % means a stronger effect; GST-tagged Rac1 F28L mutant substrate. inhibition, % at 30 µM, or IC50 in µM where a hit was titrated. 0.6% of 340,000 active. AID 624330;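 active means first-screen hits whose inhibition reached a set limit at any dose in the follow-up dose series; inconclusive means inhibition above the set first-screen limit but never retested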;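 further: fluorescence reports GDP produced by GAP-driven GTP hydrolysis; strong numbers were not always called active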
GPR55 antagonists: inhibition of LPI-stimulated GPR55 beta-arrestin translocation – imaging, U2OS, beta-arrestin-GFP, LPI agonist, primary screen (AID 2013); U2OS GPR55 beta-arrestin-GFP translocation imaging, LPI antagonism; higher % means a stronger effect; inhibition, % at 10 µM, or IC50 in µM where a hit was titrated; 0.13% of 290,000 active;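 active means spots per cell inhibited over 60%, with over 100 cells counted and total cytoplasm intensity under 500,000; inconclusive means wells with under 100 cells, flagged as likely toxic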;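 further: U2OS cells stably carrying GPR55 and arrestin-GFP stimulated by 5 µM LPI near EC80; imaged beta-arrestin-GFP aggregate spots per cell after agonist stimulation; plate controls were LPI-stimulated DMSO wells for no effect and DMSO wells without LPI for full effect; some results filed as inactive read as strong as hits; confirmed hits need IC50 under 10 µM and bright autofluorescent wells are also inconclusive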
KOR beta-arrestin-2: kappa opioid receptor blockers – cell-based, luminescence, uHTS (AID 1778); KOR beta-arrestin recruitment, luminescence, antagonist mode; higher % means a stronger effect; 0.091% of 290,000 active; inhibition, % at 10 µM, or IC50 in µM where a hit was titrated; further: strong numbers were not always called active
HIV peptide binding: cell-free HIV fusion peptide-binding blockers – biochemical, uHTS, fluorescence dequenching, primary screen (AID 1986); cell-free peptide binding, fluorescence dequenching, 30 min; higher % means a stronger effect; 0.3% of 290,000 active; inhibition, % at 20 µM, or IC50 in µM where a hit was titrated; in the data active means inhibition mostly above about 52%, no sharp cut-off; inactive means mostly below about 76%; further: some results filed as inactive read as strong as hits
NOD2 inhibition: inhibition of NOD2-driven NF-kB reporter – cell-based, luminescence, uHTS, HEK293 (AID 1566). HEK293 NOD2/NF-kB luciferase reporter, luminescence; higher % means a stronger effect. 0.63% of 290,000 active. inhibition, % at 4 µM; hits with a dose series show EC50 in µM; further: many of its hits are not listed in these tables
GPR55 beta-arrestin: selective activators of receptor GPR55 – imaging, U2OS cells, beta-arrestin-GFP redistribution, primary screen (AID 1961). U2OS GPR55 beta-arrestin-GFP redistribution imaging; higher % means a stronger effect. activation, % at 10 µM, or EC50 in µM where a hit was titrated. 0.048% of 290,000 active;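 active means activation above 40% with more than 50 cells counted in the well; inconclusive means wells holding fewer than 50 cells, flagged as toxic or sparse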;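 further: U2OS osteosarcoma cells stably expressing GPR55 and beta-arrestin-GFP; plate controls were DMSO negative control for no effect and LPI positive control for full effect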
The depositor's hits bear a star; ? = inconclusive; nt = not tested or not shown; [ ] = another dose, or the depositor's remark. Unless noted, no stated cut-off is given here; in the data, active means inhibition above about 50%; inactive means the rest. Not all compounds are listed; count on the stated rates, not on these rows.

SMILES | KOR beta-arrestin-1 | SV40 large T antigen | NOD1 NF-kB reporter | Rac1 GTP hydrolysis | GPR55 antagonists | KOR beta-arrestin-2 | HIV peptide binding | NOD2 inhibition | GPR55 beta-arrestin
C=CCc1ccc(OCC(O)CN2CCCCC2)c(OC)c1 (stereo not drawn) | 4.3% | 9% | -19% | 15% | 6% | -10% | 1.0% | -3% | -0.1%
CC(=O)N1CCN(c2ccccc2NC(=O)COc2ccccc2C)CC1 | nt | 21% | -37% | 7% | 5% | -22%[20 µM] | -1.4% | -3% | 0.1%
CCOc1cc(/C=N/n2c(C)nc3ccccc3c2=O)ccc1O | 0.8% | 16% | -24% | ? | 12% | -63% | -1.3% | -5% | -0.2%
O=C(CNC(=O)Cc1ccccc1)N=Nc1c(O)[nH]c2ccccc12 | -3.1% | 8% | 8% | 1% | -7% | 7% | -0.4% | 4% | 0.1%
CCN(CC)S(=O)(=O)c1ccc(OC)c(NS(=O)(=O)c2ccc(F)cc2)c1 | -1.7% | 7% | 2% | 2% | 0% | -6% | 1.3% | 18% | 0.0%
N/C(=N\OC(=O)c1ccc2c(c1)OCO2)c1cccc(Br)c1 | 1.9% | 5% | -63% | 3% | 0% | -9% | 1.2% | -91% | -0.1%
Cc1cc(N2CCCC2)nc2c(C)cccc12 | -4.5% | 4% | -22% | -2% | 4% | -31%[20 µM] | -0.2% | 3% | -0.1%
CCOc1cc(CN2CCCC(N3CCc4ccccc4C3)C2)ccc1O (stereo not drawn) | -0.3% | -3% | -12% | 9% | -2% | -23% | -0.5% | -2% | -0.3%
CC1(C)C(=O)OC(c2c(F)c(F)c(F)c(F)c2F)C2(CCCCC2)C1=O (stereo not drawn) | -1.5% | -5% | -5% | 9% | 1% | -8% | 1.2% | -1% | -0.1%
CN(C)C(=O)C(=O)c1cccn1-c1cccc(Cl)c1C#N | -1.6% | 3% | 8% | 3% | 2% | 0% | -1.1% | -13% | -0.3%
COc1ccc(C(=O)N/C(=C\c2ccccc2)C(=O)NCc2cccnc2)cc1 | -3.7% | 11% | -11% | 5% | -2% | 0% | 0.0% | 21% | nt
CCN(CC)S(=O)(=O)c1cc(NC(=O)CN2C(=O)NC(C)(c3ccccc3)C2=O)ccc1C (stereo not drawn) | -1.5% | 0% | -12% | 4% | 0% | -14% | -1.7% | 2% | -0.2%
O=C1C2C3C=CC(C3)C2C(=O)N1c1ccccc1OS(=O)(=O)c1ccccc1 (stereo not drawn) | 0.1% | 6% | -24% | 2% | 7% | nt | 2.3% | 10% | 0.1%
CCOC(=O)CS(=O)(=O)c1nc(-c2ccc(F)cc2)cc(C(F)(F)F)n1 | -2.0% | 24% | nt | 11% | 24% | 53% | -0.3% | 8% | 16%
O=C(CCn1nc(-c2ccc(F)cc2)ccc1=O)NCc1ccccc1 | 0.8% | 6% | -7% | 7% | -6% | nt | -0.4% | 6% | -0.6%
COc1ccccc1C1=NOC(C(=O)N2CCN(C(=O)c3ccco3)CC2)C1 (stereo not drawn) | 1.5% | 10% | -2% | 9% | 0% | -27% | -0.5% | 26% | -0.1%
COC(=O)c1ccc(NC(=O)Cn2c(-c3nonc3N)nc3ccccc32)cc1 | nt | 1% | -44% | 10% | 1% | nt | -0.5% | -32% | -0.6%
Cn1c(SCC(=O)C(C)(C)C)nnc1-c1ccccn1 | 3.3% | 22% | 9% | 8% | 2% | -32% | -0.2% | -14% | 0.0%
Cc1cc(NC(=O)c2cc([N+](=O)[O-])cc([N+](=O)[O-])c2)no1 | 1.0% | 24% | -13% | nt | -8% | 3% | -0.3% | 11% | 0.0%
CCN(C(=O)CN1CCN(Cc2ccccc2)CC1)c1c(N)n(Cc2ccccc2)c(=O)[nH]c1=O | -6.2% | 11% | -34% | -9% | 6% | 11% | 0.4% | 9% | 0.5%
CCCc1nn(C)c(C(=O)Nc2ccc(C(C)(C)C)cc2)c1Cl | -1.3% | 17% | -26% | 5% | 27% | -4% | 3.0% | 18% | -0.1%
CS(=O)(=O)Nc1ccc(Oc2ncccn2)cc1 | -4.8% | 16% | -7% | 5% | -3% | 35% | -1.0% | -4% | -0.1%
COc1ccc(-c2cc3ccc(O)cc3oc2=O)cc1OC | 1.1% | 38% | -43% | 21% | 6% | -26% | -0.1% | -43% | 0.2%
CCOC(=O)c1c(CN2CCOCC2)oc2ccc(OC(C)=O)cc12 | 2.5% | 1% | -32% | 12% | 3% | -77%[20 µM] | -0.3% | -2% | -0.3%
CCOc1ccccc1NC(=O)CC1Nc2ccccc2NC1=O (stereo not drawn) | 13% | 12% | -25% | 6% | 3% | -30% | 9.6% | -3% | -0.3%
COc1ccc(C(=O)N2CCN=C2SC)cc1 | 6.8% | 10% | -4% | -4% | -3% | -40% | 0.0% | -9% | 0.6%
c1ccc(C2CCCN(Cc3nc(CC4CC4)no3)CC2)cc1 (stereo not drawn) | nt | 27% | -55% | -1% | 10% | -22%[20 µM] | 1.1% | -31% | -0.1%
Cn1c(CCNC(=O)c2ccccc2F)nnc1SCC(=O)Nc1nncs1 | 2.4% | 10% | -1% | 8% | 1% | -73% | 0.6% | -3% | -0.1%
COC(=O)c1ccc(C(=O)OC)c(NC(=O)C(C)C)c1 | 3.1% | -1% | -26% | 2% | 8% | -4% | 2.0% | 10% | 0.1%
CCOC(=O)C1C(=O)NCC2CCCC21 (stereo not drawn) | -4.1% | 6% | -4% | 9% | 21% | 18% | -0.4% | -1% | 0.6%
Cc1cc(C)cc(NC(=O)C2CCCN2C(=O)NC2CCCCC2)c1 (stereo not drawn) | -2.2% | 7% | -23% | 9% | 2% | 14% | -0.2% | -1% | 0.1%
O=C1CCN(S(=O)(=O)c2ccccc2)CCN1CCOCc1ccc(Cl)cc1 | -1.6% | -1% | -6% | 13% | -9% | 4% | -0.1% | -3% | 0.0%
COc1ccc(S(=O)(=O)CCc2nnc(NC(=O)c3cccs3)s2)cc1 | -2.5% | 7% | -22% | 0% | 15% | 9% | -1.7% | 0% | -0.1%
O=C(COC(=O)c1ccc(Br)o1)NCCCc1ccccc1 | 3.5% | 6% | -36% | 2% | 18% | -31% | 13% | -3% | 0.2%
Cc1cc(C(=O)CN2CC(C)OC(C)C2)c(C)n1-c1ccccc1 (stereo not drawn) | -0.2% | 20% | -32% | 11% | 0% | 5% | 5.7% | -26% | -0.3%
CCN(CC)CCNC(=O)C12CC3CC(C)(CC(C)(C3)C1)C2 | -0.8% | 15% | -21% | 6% | 1% | 7% | -0.3% | -3% | -0.1%
CCOC(=O)N1CCN(CC(=O)Nc2sccc2C#N)CC1 | -3.1% | -9% | -39% | -3% | 15% | 19% | 0.9% | 13% | -0.2%
COc1ccc(NS(=O)(=O)c2ccc3oc(Nc4ccc5c(c4)OCCO5)nc3c2)cc1 | 1.3% | 12% | -5% | 3% | 12% | 25% | -1.0% | -3% | 0.2%
Cc1ccc(NC(=O)c2cccnc2)c([N+](=O)[O-])c1 | -5.5% | 9% | -41% | 6% | -36% | -10%[20 µM] | -0.7% | 1% | -0.1%
Cc1cc(NC(=O)COc2ccc3oc4ccccc4c3c2)no1 | 0.0% | 0% | -16% | -3% | -9% | 13% | 0.9% | 1% | -0.3%
COCCCNC(=S)NNC(=S)Nc1cccc(Cl)c1 | 2.6% | 23% | 5% | nt | -5% | -24% | 4.0% | -18% | -0.4%
CCOC(=O)c1[nH]c(C)c(C(=O)NC2CCN(C(=O)OCC)CC2)c1C | 5.4% | 0% | 40% | 10% | 5% | -34% | 0.6% | 12% | -0.2%
COc1ccc(-c2cc(C(=O)NCc3cccnc3)no2)cc1 | 5.2% | 4% | -67% | 10% | -8% | -22% | 0.3% | -28% | 0.0%
O=C(C1CCN(S(=O)(=O)c2ccc(Br)s2)CC1)N1CCN(c2ccccc2)CC1 | -1.9% | 4% | 3% | 5% | -4% | -12% | 1.6% | 19% | 0.4%
COc1ccccc1-c1nc(C#N)c(N2CCCCCC2)o1 | 7.8% | 17% | 12% | 6% | 13% | -9% | -0.5% | 7% | 0.8%
C=C(C)COc1ccc(-c2[nH]ncc2-c2ccccc2)c(O)c1 | 1.5% | 2% | 10% | 14% | 3% | 7% | 3.0% | -6% | -0.1%
CC(=O)NCCOC(=O)Nc1cccnc1 | -2.1% | 6% | -13% | 13% | 36% | 9% | -0.1% | 6% | 0.3%
COc1cc(NC(=O)c2noc3c2CCC3)c(OC)cc1Cl | 62% | 16% | 35% | 23% | -2% | -92% | 6.7% | 2% | 0.3%
CN(C)c1cccc(C(=O)NC2CCCCCC2)c1 | -1.6% | ? | -45% | 9% | 8% | 35% | -2.5% | -66% | -0.2%
COc1cccc2oc(-c3ccco3)cc(=O)c12 | -0.1% | 17% | -51% | 9% | 4% | -35% | 11% | -50% | -0.3%
CCOC(=O)c1c(C)n(C)c2ccc(OCC(O)CN3CCC(C)CC3)cc12 (stereo not drawn) | 0.2% | 6% | 6% | 14% | -13% | -19% | 12% | 15% | -0.1%
Cc1oc2ccc(OCc3ccccc3F)cc2c1C(=O)O | -3.8% | -1% | -6% | 4% | 2% | -42% | 7.7% | 12% | 0.2%
N=c1sccn1CC(=O)N1CCc2ccccc21 | -3.6% | -4% | 7% | 12% | 5% | -10% | 1.0% | 14% | -0.1%
COc1ccc(C2CC(=O)N3CN(Cc4ccco4)CSC3=C2C#N)cc1 (stereo not drawn) | -3.5% | 37% | -4% | 21% | 44% | 9% | -1.8% | -18% | -0.1%
CCc1ccc(NC(=O)CC2C(=O)N(c3ccc(OC)cc3)C(=O)N2CCOC)cc1 (stereo not drawn) | -11% | 6% | -27% | -3% | 6% | -53%[20 µM] | 1.6% | 19% | -0.1%
CCN(C(=O)CSc1nnc(COc2ccccc2F)n1N)C1CCS(=O)(=O)C1 (stereo not drawn) | -1.0% | 0% | 4% | 3% | 6% | 23% | -2.1% | -7% | 0.0%
CCc1cccc(NC(=O)CN2C(=O)NC3(CCCCCCC3)C2=O)c1 | 8.5% | 9% | -7% | 4% | 2% | 20% | -2.7% | -8% | -0.2%
O=C(C/C=N\OCc1ccc([N+](=O)[O-])cc1)Nc1ccc(F)cc1F | 3.5% | 5% | -26% | 5% | 0% | -61%[20 µM] | 0.2% | 0% | -0.1%
